HCV inhibitor – qHTS Assay for Inhibitors of Hepatitis C Virus (HCV); Huh7.5.1 HCVcc-Cre infection, luciferase reporter, 44 h; Potency, µM (series often up to 41.8 µM), for inactives: at the highest dose activity change, negative = inhibition, usual class: inhibitors; actives 3.4% (n = 340,000); note: potency is the fitted concentration of half-maximal effect
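Cells (1,000/well) were plated 4 h before compound, then infected with HCVcc-Cre virus (~0.5 moi). After 44 h further culture, infection was read as luciferase luminescence following a 15 min substrate incubation at room temperature.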
LmPK inh – qHTS Assay for Inhibitors of Leishmania Mexicana Pyruvate Kinase (LmPK); Q27686; purified LmPK, Kinase-Glo ATP luminescence, 1 h; Potency, µM (doses to about 57.5 µM), inactives show top-dose activity change, negative = inhibition, actives largely listed as inhibitors; actives 0.37% (n = 290,000); AID 1721, 2009; note: potency is the fitted concentration of half-maximal effect
Target sequence (Q27686 whole entry, looked up): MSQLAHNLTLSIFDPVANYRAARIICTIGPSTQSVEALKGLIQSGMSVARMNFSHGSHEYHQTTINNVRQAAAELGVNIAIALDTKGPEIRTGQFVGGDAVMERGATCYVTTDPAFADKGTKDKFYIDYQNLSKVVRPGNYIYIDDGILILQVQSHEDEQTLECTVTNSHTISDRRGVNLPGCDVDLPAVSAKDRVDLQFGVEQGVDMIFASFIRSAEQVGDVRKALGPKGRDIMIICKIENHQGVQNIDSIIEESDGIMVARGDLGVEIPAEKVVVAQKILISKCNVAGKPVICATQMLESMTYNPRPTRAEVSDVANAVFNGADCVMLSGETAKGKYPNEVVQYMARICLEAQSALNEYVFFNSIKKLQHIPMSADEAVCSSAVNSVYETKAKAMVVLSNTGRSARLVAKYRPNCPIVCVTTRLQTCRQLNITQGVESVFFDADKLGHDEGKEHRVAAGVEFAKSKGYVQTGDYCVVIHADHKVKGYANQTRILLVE
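Purified LmPK (0.1 nM) with 0.5 mM PEP and 0.1 mM ADP in imidazole buffer pH 7.2 with MgCl2/KCl, 1 h at room temperature. ATP formed was read by luciferase luminescence and normalized to no-enzyme and uninhibited controls.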
Tb PYK inh – qHTS of Trypanosoma Brucei Inhibitors | Potency, µM (series often up to 76.8 µM), for the others: at the top dose activity, negative = inhibition, actives largely listed as inhibitors | TbPYK enzyme, Kinase-Glo Plus ATP luminescence, 45 min | actives 0.12% (n = 410,000) | AID 624173, 2012; note: potency is the fitted concentration of half-maximal effect; nearly all actives have a fitted effect of over 50% in size
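Assay buffer: 50 mM TEA pH 7.2, 100 mM KCl, 10 mM MgCl2, 0.05% BSA, 0.01% Tween-20. Pyruvate kinase from T. brucei plus substrate met compound, then ADP (130 uM final). Luminescence was read post 45 min RT.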
AmpC detergent – qHTS Inhibitors of AmpC Beta-Lactamase (assay with detergent); P00811; AmpC hydrolysis of nitrocefin, absorbance 480 nm, 0.01% Triton; Potency, µM (doses to about 114 µM), without a hit: top-dose activity change, negative = inhibition, hits mostly inhibitors; actives 0.041% (n = 370,000);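 note: potency is the fitted concentration of half-maximal effect; 0% = no-compound wells and -100% = no-enzyme wells; nearly all actives have a fitted effect of over 25% in size; some results filed as inactive show a strong effect at the top dose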
Target sequence (P00811 whole entry, looked up): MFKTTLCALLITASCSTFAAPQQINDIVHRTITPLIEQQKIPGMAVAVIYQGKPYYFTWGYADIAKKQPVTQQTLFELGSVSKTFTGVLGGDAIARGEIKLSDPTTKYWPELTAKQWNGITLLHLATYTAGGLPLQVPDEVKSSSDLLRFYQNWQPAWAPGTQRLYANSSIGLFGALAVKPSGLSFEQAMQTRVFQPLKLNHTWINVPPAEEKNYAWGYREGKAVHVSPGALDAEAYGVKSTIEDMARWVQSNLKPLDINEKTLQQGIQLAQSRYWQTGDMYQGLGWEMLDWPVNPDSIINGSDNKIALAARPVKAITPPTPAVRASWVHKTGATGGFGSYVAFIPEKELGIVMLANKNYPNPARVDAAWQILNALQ
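AmpC (5.3 nM in the dispensed reagent) in 20 mM phosphate pH 7.0 with 0.01% (detergent screen) or 0.0001% Triton X-100 was preincubated with compounds for 15 min at room temperature. Nitrocefin was then added from an 800 uM solution, and hydrolysis was followed at 480 nm.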
AmpC no deterg – qHTS Inhibitors of AmpC Beta-Lactamase (assay without detergent); actives 0.52% (n = 330,000); Potency, µM (highest dose often 57.1 µM), inactives show at the highest dose activity change, negative = inhibition, most hits filed as inhibitors; AID 485341, 2010; P00811; AmpC nitrocefin hydrolysis, absorbance 480 nm, 0.0001% Triton;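 note: potency is the fitted concentration of half-maximal effect; plate controls were no compound for no effect and no enzyme for full effect; nearly all actives have a fitted effect of over 20% in size; some results filed as inactive show a strong effect at the top dose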
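AmpC (5.3 nM in the dispensed reagent) in 20 mM phosphate pH 7.0 with 0.01% (detergent screen) or 0.0001% Triton X-100 was preincubated with compounds for 15 min at room temperature. Nitrocefin was then added from an 800 uM solution, and hydrolysis was followed at 480 nm.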
HCMV antiviral – qHTS Assay for inhibitors of the human cytomegalovirus (HCMV); actives 4.5% (n = 410,000); activity change, negative = inhibition, % at 57.5 µM; HFF cells, HCMV-luciferase reporter, 72 h; stronger effect = lower value; AID 1259415, 2018; in the data active = activity change below about -60%; inconclusive = no clear call, values can overlap the other calls; inactive = above about -39%
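Two-dose cell screen: HFF monolayers treated with compounds and infected with luciferase-expressing HCMV at 1 PFU/cell, 72 h at 37C, then lysed for luciferase measurement.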
AMA1-RON2 inh – qHTS for Inhibitors of AMA1-RON; Towards Development of Antimalarial Drug Lead: Primary Screen; Plasmodium falciparum AMA1 (3D7) - RON2 peptide interaction; AlphaScreen AMA1-biotinylated RON2 peptide binding; Potency, µM (doses to about 58.2 µM), for the others: at the highest dose activity change, negative = inhibition, actives largely listed as inhibitors; actives 0.2% (n = 360,000); AID 720542, 2013;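 note: potency is the fitted concentration of half-maximal effect; 0% = vehicle wells and -100% = peptide control; nearly all actives have a fitted effect of over 45% in size; some results filed as inactive show a strong effect at the top dose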
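AMA1 (3D7) with his tag at 25 nM final met compounds first, then biotinylated RON2 peptide at 25 nM; detection used donor plus acceptor beads, 10 µg/mL apiece, read by AlphaScreen after 30 min at room temperature.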
Active calls of the source: *; ? = inconclusive; · = no result given; + = active, no number; [ ] = another dose, or the depositor's remark. Unless noted, calls come from the whole dose curve; as a rule, active = well fitted curve in the direction sought with a large enough effect; inconclusive = small, poorly fitted or top-dose-only effect, or another doubt; inactive = no such curve, though single readings can be large; an effect the other way counts as inactive or inconclusive. Unless noted, % is set by controls: 0 for no effect and ±100 for the full control effect.

Fields – AmpC no deterg	HCMV antiviral	Tb PYK inh	AMA1-RON2 inh	LmPK inh	AmpC detergent	HCV inhibitor
- C/C(=N\NC(=O)C1COc2ccccc2O1)c1cccs1 (stereo not drawn)
    -31%	-60*	0%	5%	-3%	-12%	-2%
- CN(Cc1cc(=O)n2ccsc2n1)c1ccccc1
    -38%	-28	8%	-1%	-3%	?	-9%
- CCc1nnc(NS(=O)(=O)c2ccc(NC(=O)c3ccccc3OC)cc2)s1
    -22%	+	0%	-1%	2%	0%	-2%
- N#C/C(=C\c1ccccc1O)C(=O)Nc1ccccn1
    -17%	18	3%	17%	4%	5%	14%
- CCn1nc(C(=O)NCCc2ccc(S(N)(=O)=O)cc2)c2ccccc2c1=O
    -1%	24	1%	0%	3%	-6%	12%
- COCCNC(=O)CSc1nc2scc(-c3ccccc3)c2c(=O)[nH]1
    -26%	-2	-9%	11%	3%	-1%	-5%
- CCc1nnc(SCC(=O)Nc2ccc(F)cc2F)c2cc3sc(C)cc3n12
    ·	18	-12%	·	·	-9%	·
- COc1ccc(NCc2cc3cc4c(cc3n(CC(=O)Nc3cccc(F)c3)c2=O)OCO4)cc1
    ·	19	-1%	·	·	19%	·
- Cc1cc(-n2c(C)nc3ccccc3c2=O)ccc1NC(=O)c1ccc(C)c([N+](=O)[O-])c1
    ·	?	7%	·	·	3%	·
- CCOC(=O)C1=C(CN2CCSCC2)NC(=O)NC1c1cc(C)ccc1C (stereo not drawn)
    1%	-11	5%	-4%	0%	-2%	1%
- O=C(NCC(=O)N1CCOCC1)c1ccc(Br)cc1
    -18%	22	6%	-2%	-11%	3%	17%
- Cc1ccccc1NC(=O)Cc1nc(COC(=O)c2ccc(S(C)(=O)=O)c([N+](=O)[O-])c2)cs1
    -27%	·	7%	15%	·	8%	10µM*
- CC(C)CN(CC(C)C)CC(O)CN(c1ccccc1)S(=O)(=O)c1ccccc1[N+](=O)[O-] (stereo not drawn)
    -6%	-26	-2%	-19%	4%	3%	?
- Cc1ccc(Cn2c(C(=O)Nc3ccc(Cl)cc3)cc3sccc32)cc1
    ·	19	-2%	·	·	16%	·
- COc1ccc(CC(=O)NCC2CCCN(Cc3ccc(F)cc3F)C2)cc1 (stereo not drawn)
    -12%	-21	4%	-4%	-1%	?	-4%
- CCCCN(C)CC(O)Cn1cc(/C=C/C(=O)c2ccc(OC)c(OC)c2)c2ccccc21 (stereo not drawn)
    ·	-108*	-1%	·	·	12%	·
- O=C(OCC(=O)N1CCN(c2ccc(F)cc2)CC1)c1cnc2ccccc2n1
    -15%	83	3%	-8%	·	·	20%
- CC(C)=CC(=O)Nc1nnc(-c2ccc(F)cc2)s1
    -9%	-32	-6%	-2%	1%	-4%	12%
- COc1ccc(N=C(N)SCc2ccccn2)cc1
    -47%	-17	-2%	8%	0%	-6%	?
- CNC(=O)c1ccsc1NC(=O)CCS(=O)(=O)c1ccc(C)cc1
    -17%	-28	5%	-6%	·	1%	2%
- CCNC(=O)CN(C1CCCCC1)S(=O)(=O)c1ccc(F)cc1
    0%	15	-10%	-6%	-1%	?	-2%
- CC(C)C[C@H]1CN(CCCC[C@@H]2CNC(=O)C(=O)N2Cc2ccccc2)C(=O)C(=O)N1CCc1ccccc1
    ·	8	1%	-3%	·	·	·
- CC(C)(C)C(=O)N1CCN(c2ccc(NC(=O)c3ccc4c(c3)OCCO4)cc2)CC1
    20%	-68*	-4%	7%	-1%	-4%	10µM*
- O=C1CC(c2cc3c(cc2Br)OCO3)C2=C(CCCC2=O)N1 (stereo not drawn)
    -29%	17	1%	7%	-6%	-2%	26%
- CCCCOc1ccccc1N1CCN(CCCN2C(=O)C3CCCN3C2=O)CC1 (stereo not drawn)
    52%	45	-2%	-1%	3%	0%	2%
- N#Cc1ccc(CSc2nnc(-c3c[nH]c4ccccc34)n2-c2ccccc2)cc1
    -35%	-64*	-13%	10%	5%	5%	?
- Cn1c(NC(=O)c2cccc(Cn3cc(Cl)cn3)c2)nc2ccccc21
    -22%	29	2%	39%[activator]	-5%	-4%	-21%
- CC1CCc2c(sc3nc(C(C)(C)C)nc(N4CCN(C(=O)CCl)CC4)c23)C1 (stereo not drawn)
    64%[activator]	-103*	-6%	-3%	3%	?	?
- COC(=O)C(Cc1csc2ccc(Cl)cc12)NC(=O)c1ccc(Cl)cc1 (stereo not drawn)
    -28%	6	1%	2%	5%	5%	5%
- Cc1ccc(C(=O)N2NC(c3ccc(F)cc3)C3C(=O)N(c4ccc(C)c(C)c4)C(=O)C32)cc1 (stereo not drawn)
    32%	15	5%	23%	-5%	1%	0%[8.37 µM]
- O=C(Nc1cccc(C(F)(F)F)c1)C1CCCN(S(=O)(=O)c2cccc3nsnc23)C1 (stereo not drawn)
    ·	12	7%	·	·	5%	·
- Cn1cnnc1SC/C(O)=C(\C#N)c1nc2ccccc2[nH]1
    1%	-18	2%	42%[activator]	-5%	-9%	1%
- CC(C(=O)Nc1ccccc1-c1ccccc1)N1CCCCC1 (stereo not drawn)
    0%	-19	-12%	14%	17%	2%	-14%
- CC[C@H](C)[C@H](NC(N)=O)C(=O)NCCc1ccc(Cl)cc1
    -21%	-26	-2%	3%	-5%	-5%	23%
- c1ccc(CNc2nc(CN3CCOCC3)nc3scc(-c4ccccc4)c23)cc1
    244%[activator]	0	1%	-14%	7%	10%	0%
- COc1ccc(/C(O)=C2/C(=O)C(=O)N(CCN(C)C)C2c2ccc(F)cc2)cc1Cl (stereo not drawn)
    -8%	-11	-2%	-4%	-4%	3%	1%
- CC(=O)c1c(C)c[nH]c1C
    -14%	-33	?	-5%	-3%	-14%	9%
- Cc1nc(NC(CC(C)C)C(=O)O)c2nc(C)oc2n1 (stereo not drawn)
    -13%	-7	2%	8%	7%	0%	13%
- O=C(O)c1ccc(COc2ccccc2Cl)cc1
    -20%	47	-10%	-2%	-14%	7%	23%
- CC(=O)[C@@H]1[C@@H]2C(=O)N(C3CCCCC3)C(=O)[C@@H]2C2c3ccccc3C=CN21 (stereo partly drawn)
    16%	·	·	·	-1%	?	·
- CN(C)/N=C/c1ccc(OS(=O)(=O)c2ccccc2)cc1
    -3%	26	2%	-21%	4%	1%	10%
- Cn1c(C(=O)Nc2cccc(Cl)c2)cc2c(=O)n(C)c3ccccc3c21
    ·	-9	0%	·	·	2%	·
- COc1ccc(-n2cc(CNCCCn3ccnc3)c(-c3cccc(F)c3)n2)cc1
    124%[activator]	?	4%	-6%	-1%	1%	?
- Cc1cccc(NC(=O)Nc2ccc(Cl)c(Cl)c2)n1
    -19%	-10	-16%	-5%	-1%	-2%	-25%
- Cc1cc(/C=C2\SC(N)=NC2=O)c(C)n1-c1ccccc1
    -57%	72	-20%	-7%	2%	-14%	-6%

Overlap with the part before: three compounds, followed by the next part.
Fields – AmpC no deterg	HCMV antiviral	Tb PYK inh	AMA1-RON2 inh	LmPK inh	AmpC detergent	HCV inhibitor
- COc1ccc(-n2cc(CNCCCn3ccnc3)c(-c3cccc(F)c3)n2)cc1
    124%[activator]	?	4%	-6%	-1%	1%	?
- Cc1cccc(NC(=O)Nc2ccc(Cl)c(Cl)c2)n1
    -19%	-10	-16%	-5%	-1%	-2%	-25%
- Cc1cc(/C=C2\SC(N)=NC2=O)c(C)n1-c1ccccc1
    -57%	72	-20%	-7%	2%	-14%	-6%
- CN1CCN(Cc2c(C(=O)N/N=C/c3cccc(Br)c3)nnn2-c2nonc2N)CC1
    36%[activator]	-60*	-9%	7%	2%	-7%	9%
- CCN1CCN(CC(=O)c2cc(OC)c(OC)c(OC)c2)CC1
    -10%	21	1%	6%	1%	6%	22%
- C[C@@H]1CCCCO[C@@H](CN(C)S(=O)(=O)c2cn(C)cn2)[C@@H](C)CN([C@H](C)CO)C(=O)c2cc(NC(=O)Nc3ccc(C(F)(F)F)cc3)ccc2O1
    ·	-9	-7%	6%	·	·	·
- O=C(N[C@@H](CO)C(=O)NCc1ccccc1)c1ccc(C(F)(F)F)cc1
    -21%	-4	4%	4%	-5%	-7%	3%
- O=C(/C=C/Nc1ccccc1)c1ccc(Cl)cc1Cl
    -23%	119	0%	-1%	-12%	0%	-13%
- CNc1oc(-c2ccco2)nc1C#N
    -11%	-23	6%	0%	3%	-6%	4%
- CCc1c(C(=O)N/N=C/c2sccc2C)nnn1-c1nonc1N
    -20%	-7	4%	-4%	-3%	-4%	-25%
- Cc1ccc2[nH]c3nc(N/N=C/c4cccc(O)c4)nnc3c2c1
    -32%	27	-1%	2%	1%	?	5%
- COc1ccccc1C(=O)NCCC(=O)Nc1cccnc1
    -2%	0	4%	0%	-6%	-5%	1%
- COC(=O)Cn1nc(-c2ccccc2)c2ccccc2c1=O
    -12%	25	1%	-8%	2%	-13%	6%
- CCOC(=O)C1CCN(Cc2ccccc2C(F)(F)F)CC1
    -1%	8	20%	-18%	-5%	-2%	8%
- Cc1nn(CC(=O)NCc2ccco2)c(=O)c2cc3ccccc3n12
    ·	-11	-1%	·	·	20%	·
- CSCCC(NC(=O)C12CC3CC(CC(C3)C1)C2)C(=O)OCC(=O)c1ccccc1 (stereo not drawn)
    -9%	-9	-1%	-4%	1%	-1%	13%
- C=CCNC(=O)c1onc(CSc2ccc(OC)cc2)c1C(=O)O
    -25%	4	-9%	-5%	-5%	-5%	17%
- COCC(=O)Nc1ccc2c(c1)[C@@H]1C[C@H](CC(=O)OC)O[C@@H](CO)[C@@H]1O2
    ·	-11	-3%	8%	·	·	·
- CC(=O)Nc1c(C)ccc2nsnc12
    -11%	30	1%	17%	3%	-1%	1%
- COc1cc2nc(SCC(=O)Nc3ccccc3F)n3nc(-c4ccccc4)nc3c2cc1OC
    ·	-6	0%	·	·	2%	·
- Cc1cccc(-c2nc(S(=O)(=O)c3ccccc3)c(N3CCOCC3)o2)c1
    10%	29	-4%	-19%	-2%	-1%	?
- CCSC1=NC(C)(C)C=C(/C=C/c2ccc(Cl)cc2Cl)N1
    29%	8	-7%	-9%	0%	-7%	?
- CCOc1cc(CNc2ccc3cn[nH]c3c2)ccc1OC
    -14%	-7	0%	-11%	-3%	-15%	?

Screening data from PubChem.
